ARFGAP1 inhibitor – inhibitors of rat ARFGAP1; Arfgap1-stimulated ARF1 GTP hydrolysis, GDP FP detection; inhibition, % at 16.5 µM; 360,000 compounds, 0.26% hits; AID 651572;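 active = inhibition above a per-plate limit, mean inhibition of low control wells plus 3 SD, cut at about 25% in these data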;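 also: 0% = DMSO wells with enzyme and 100% = wells lacking Arfgap1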
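Material: truncated rat Arfgap1 GAP domain; Incubation: compound-enzyme preincubation 20 min, reaction 120 min, detection 60 min, 25 °C; Read-out: percent inhibition of Arfgap1-stimulated GTP hydrolysis; Technique: FP, GDP Alexa 633 tracer displaced from anti-GDP antibody, 620/688 nm; Controls: No-Arfgap1 wells (100%) versus DMSO full-reaction wells (0%); Replication: single well per compound.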
TDP2 absorb – blocks human TDP2 phosphodiesterase activity. O95551. recombinant TDP2, T5PNP hydrolysis, p-nitrophenol absorbance 415 nm. inhibition, % at 12.8 µM. 370,000 compounds, 0.34% hits. AID 720702;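 active = inhibition above the mean of all tested compounds plus 3 SD, set per campaign, cut at about 25% in these data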;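 also: 0% = DMSO with enzyme and 100% = buffer with substrate but no TDP2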
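System – recombinant human TDP2 · Amount – 120 nM TDP2 per well · Buffer or medium – Mg2+-containing Tris-HCl buffer, pH 7.5 · Reagent – T5PNP substrate, 5 mM · Dosing – 12.8 µM single point, 1% DMSO · Incubation – 2 h at 37 °C · Measured by – epi absorbance · Read-out basis – percent inhibition · Benchmarks – high control without enzyme, low control DMSO plus TDP2 · Repeats – singlicate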
DDE Tn7 FP inh – inhibitors of Tn7 peptide binding to human fibrin DD(E). P02675. FP displacement of FITC-Tn7 peptide from fibrin DD(E); 0% = median of compound wells per plate. inhibition, % at 8.3 µM. 370,000 compounds, 0.13% hits;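 active = inhibition above the mean of compounds falling within the control limits plus 3 SD of them, cut at about 14% in these data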;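 also: 0% = plate median of compound wells and 100% = 10 µM Aha-Tn7 peptide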
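Assay system: Human clot-derived fibrin DD(E) complex | Buffer or medium: Tris/NaCl/CaCl2 buffer, pH 7.8 | Repeats: One replicate per compound | Benchmarks: Aha-Tn7 high control | Measure: % inhibition scaled between sample-field median and high-control FP | Schedule: 10 min plus 3 h, room temperature | Signal: Fluorescence polarization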
ASAP1 inh – blocks human ASAP1-stimulated Arf1 GTP hydrolysis | Q9ULH1 | GDP FP detection | inhibition, % at 16.5 µM | 360,000 compounds, 0.19% hits | AID 624377; in the data active = inhibition above about 25%;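 also: 0% = vehicle with enzyme and substrate and 100% = no enzyme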
Target sequence (Q9ULH1 325-724 limits assumed): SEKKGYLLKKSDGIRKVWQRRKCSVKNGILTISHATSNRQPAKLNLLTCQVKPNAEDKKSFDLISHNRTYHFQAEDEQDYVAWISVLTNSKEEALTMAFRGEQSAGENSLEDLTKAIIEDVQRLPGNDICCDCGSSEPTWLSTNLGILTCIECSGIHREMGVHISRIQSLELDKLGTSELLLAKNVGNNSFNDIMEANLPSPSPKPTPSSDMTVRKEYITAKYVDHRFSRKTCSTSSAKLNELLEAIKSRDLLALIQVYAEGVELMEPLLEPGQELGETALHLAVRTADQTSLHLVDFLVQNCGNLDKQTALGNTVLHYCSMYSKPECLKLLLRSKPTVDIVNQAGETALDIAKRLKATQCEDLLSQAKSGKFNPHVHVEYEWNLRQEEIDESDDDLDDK
ADAM10 inh – ADAM10 inhibition, QFRET primary screen | inhibition, % at 7 µM | 370,000 compounds, 0.62% hits | O14672 | recombinant ADAM10, EDANS/DABCYL FRET peptide cleavage, 3 h;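 active = inhibition above a per-campaign cutoff equal to the mean of compounds falling between control-based bounds plus 3 SD, cut at about 20% in these data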;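 also: 0% = DMSO wells while the 100% control is not disclosed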
PLC-gamma1 inh – inhibitors of human phospholipase C gamma1; P19174; purified PLC-gamma1, fluorogenic substrate, fluorescence; inhibition, % at 12.2 µM; 370,000 compounds, 0.84% hits; in the data active = inhibition above about 9.5%
KLK7 zymogen act – activators of human kallikrein-7 zymogen; P49862; activation, % at 7 µM; 370,000 compounds, 0.9% hits; purified proKLK7, EDANS-DABCYL substrate fluorescence; 100% is mature enzyme control, 0% vehicle;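 active = activation above the mean of all tested compounds plus 3 SD, computed per campaign excluding outliers beyond control limits, cut at about 13% in these data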
LEDGF integ inh – blocks HIV-1 LEDGF/p75-dependent DNA integration; TR-FRET IN-LEDGF/p75 DNA integration, Eu/Cy5; inhibition, % at 3.7 µM; 370,000 compounds, 0.64% hits; AID 743269;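 active = inhibition above the screen-wide mean plus 3 SD, cut at about 13% in these data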;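 also: signal is the Cy5 over europium emission ratio at 671 and 618 nm; 0% = plate median of compound wells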
DDE Tn6 FP inh – inhibitors of Tn6 peptide binding to human fibrin DD(E) | AID 720509 | inhibition, % at 8.3 µM | Fibrin DD(E) TRITC-Tn6 fluorescence polarization displacement | 370,000 compounds, 0.21% hits;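 active = inhibition above a per-campaign cutoff: mean of compounds within control limits plus 3 SD, cut at about 15% in these data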;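 also: 0% = median of all compound wells on the plate and 100% = blocking peptide control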
ADAM17 inh – inhibitors of human ADAM17. P78536. recombinant ADAM17, EDANS/DABCYL FRET peptide cleavage. inhibition, % at 6.95 µM. 370,000 compounds, 0.83% hits;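 active = inhibition above the mean of compounds lying between control limits plus 3 SD, set per campaign, cut at about 8.5% in these data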;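 also: 0% = DMSO-only wells as the low control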
Target sequence (P78536 215-824 limits assumed): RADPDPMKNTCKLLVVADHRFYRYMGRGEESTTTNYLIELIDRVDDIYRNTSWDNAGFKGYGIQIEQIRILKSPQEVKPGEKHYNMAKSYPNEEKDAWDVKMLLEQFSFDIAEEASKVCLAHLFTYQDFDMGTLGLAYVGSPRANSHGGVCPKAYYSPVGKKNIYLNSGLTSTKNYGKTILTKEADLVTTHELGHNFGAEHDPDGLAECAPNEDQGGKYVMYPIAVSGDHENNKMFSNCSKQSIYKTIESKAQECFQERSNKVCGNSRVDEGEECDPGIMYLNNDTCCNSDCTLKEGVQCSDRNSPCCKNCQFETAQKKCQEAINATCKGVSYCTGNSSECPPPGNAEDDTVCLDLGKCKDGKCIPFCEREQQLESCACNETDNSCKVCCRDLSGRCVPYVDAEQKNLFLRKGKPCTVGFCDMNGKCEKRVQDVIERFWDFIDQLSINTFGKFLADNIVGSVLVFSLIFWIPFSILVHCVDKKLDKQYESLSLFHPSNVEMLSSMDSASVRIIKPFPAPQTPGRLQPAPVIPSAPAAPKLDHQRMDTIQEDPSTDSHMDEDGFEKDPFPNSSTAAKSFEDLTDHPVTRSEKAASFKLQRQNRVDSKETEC
Numbers without * were called inactive; i = inactive; x = not tested or not shown. Random draw from the library. Share with any hit: about 4.2%.

SMILES	ARFGAP1 inhibitor	TDP2 absorb	DDE Tn7 FP inh	ASAP1 inh	ADAM10 inh	PLC-gamma1 inh	KLK7 zymogen act	LEDGF integ inh	DDE Tn6 FP inh	ADAM17 inh
O=C(Nc1nc(-c2ccccn2)cs1)C1CC(=O)N(c2ccc3c(c2)OCCO3)C1 (stereo unspecified)	7	15	-2	5	-4	-6	-0.5	6	-7	-3
COC(=O)[C@H]1C[C@@H](c2ccccc2)[C@H](C)C1(C)C	-4	-8	-4	6	3	1	0.0	1	-4	0
O=C(CN1CCCCCC1)Nc1ccc(S(=O)(=O)N2CCOCC2)cc1	-3	2	-7	-7	-13	-1	-0.2	-7	0	-5
CCCCNC(=O)C[C@@H]1C[C@@]2(C(=O)OCC)CCCC=C2N(Cc2ccccc2)C1=O	10	-10	0	-9	-7	-1	0.6	-2	3	0
COc1ccc(S(=O)(=O)N2CCC(n3cnc4cc(C(F)(F)F)ccc43)CC2)cc1	7	-1	-3	-1	-3	0	-0.6	0	-1	-3
CCCOc1ccc(CC(=O)NNC(=S)Nc2ccccc2)cc1Br	1	-11	-2	2	13	2	0.2	0	0	12*
CCOC(=O)C1CCCN(S(=O)(=O)c2ccc(-c3cc(C)no3)s2)C1 (stereo unspecified)	-1	2	-1	-15	-1	-2	0.7	-1	1	-5
CC(C)(C)S(=O)N1Cc2cc(C(=O)N3CCOCC3)nc(-c3cccc(Br)c3)c2[C@@H]1CCO (stereo partly specified)	4	-1	-4	-1	-18	-19	-0.9	3	-1	-2
CCOC(=O)/C(N=Nc1c(C)n(C)n(-c2ccccc2)c1=O)=C(\C)O	-4	7	4	1	-3	1	-0.2	-2	4	-4
CC(C)CC1C(C#N)=C(N)SC(N)=C1C#N	6	7	9	-6	-12	-37	-0.1	-2	8	-9
Cc1cc(N2C(=O)CC(N3CCN(c4ccc(C(=O)c5cccs5)cc4)CC3)C2=O)no1 (stereo unspecified)	0	-3	-2	8	8	-45	-3.2	0	0	6
COc1ccc(N(C(=O)c2snc(C(N)=O)c2N)C(C(=O)NCC2CCCO2)c2ccc3ncccc3c2)cc1OC (stereo unspecified)	14	-3	1	4	-15	-8	0.5	0	-3	-7

An excerpt from above in order of their number in DDE Tn7 FP inh, ascending.
SMILES	ARFGAP1 inhibitor	TDP2 absorb	DDE Tn7 FP inh	ASAP1 inh	ADAM10 inh	PLC-gamma1 inh	KLK7 zymogen act	LEDGF integ inh	DDE Tn6 FP inh	ADAM17 inh
O=C(CN1CCCCCC1)Nc1ccc(S(=O)(=O)N2CCOCC2)cc1	-3	2	-7	-7	-13	-1	-0.2	-7	0	-5
CCOC(=O)C1CCCN(S(=O)(=O)c2ccc(-c3cc(C)no3)s2)C1 (stereo unspecified)	-1	2	-1	-15	-1	-2	0.7	-1	1	-5
CC(C)CC1C(C#N)=C(N)SC(N)=C1C#N	6	7	9	-6	-12	-37	-0.1	-2	8	-9

Additional entries.
SMILES	ARFGAP1 inhibitor	TDP2 absorb	DDE Tn7 FP inh	ASAP1 inh	ADAM10 inh	PLC-gamma1 inh	KLK7 zymogen act	LEDGF integ inh	DDE Tn6 FP inh	ADAM17 inh
CCOc1ccc(CCNC(=O)c2cc3sccc3n2Cc2ccccc2)cc1OCC	x	9	-1	x	4	1	x	3	0	1
NC(=S)N/N=C/c1ccccc1OC(=O)c1cc2ccccc2oc1=O	3	-10	-4	14	-62	-89	42*	1	6	-20
COc1ccc(Cl)cc1NC(=O)CNc1ccc(F)cc1C	3	4	5	6	9	-3	0.3	-2	5	6
CC(=O)NNc1nc2ccccc2s1	5	0	-5	-4	-5	0	0.2	-3	9	-2
CCOC(=O)c1noc(C)c1C(=O)Nc1cccc(F)c1	4	7	-4	-7	-2	0	0.4	-1	3	-2
CCOCCCNC(=O)Cn1cnc2c(cnn2-c2ccc(C)c(C)c2)c1=O	5	9	0	4	0	0	-0.4	3	2	-2
CN1CCN(c2nc(-c3ccc(Cl)cc3Cl)nc3ccccc23)CC1	-4	2	-6	7	-8	3	-0.2	0	5	2
COc1ccc(-c2cccc(NC(=O)c3ccco3)c2)nn1	12	15	0	-9	-2	-1	-0.1	-2	9	-3
C/C(=N/Nc1ccc([N+](=O)[O-])cc1)c1c[nH]c2ccccc12	13	-7	-1	13	18	-8	0.7	7	-14	6
COc1ccc(S(=O)(=O)N2CCOC2CNC(=O)C(=O)NCc2ccc3c(c2)OCO3)cc1OC (stereo unspecified)	4	-3	0	2	0	-1	-0.5	-3	4	-8
COc1ccc(N(C(=O)c2cccnc2)S(=O)(=O)c2ccc3c4c(cccc24)C(=O)N3C)cc1	-8	4	6	3	-45	-82	0.7	2	2	-13
O=C(NN=C1CCCC1)C1COc2ccccc2O1 (stereo unspecified)	0	3	6	-5	3	-3	0.9	-8	-2	2
Cc1ccc(S(=O)(=O)N2C[C@H]3[C@H]4C(=O)N(C5CCCCC5)C(=O)[C@H]4CC(=O)[C@H]3[C@@H]2c2ccccc2Cl)cc1	5	8	7	-7	5	1	-0.2	-2	6	3
CCCCCCCNC(=O)COc1ccc2c(c1)C(=O)CC(C)(C)O2	-3	-12	3	15	i	i	-5.3	0	-4	-462
OCC[C@@H]1C[C@H](O)[C@@H](O)[C@@]2(OCCc3cc(Cl)ccc32)O1	0	0	-1	9	-2	1	0.1	1	1	0
Nc1nc(-c2cccs2)c(NC(=O)c2ccccc2)s1	17	-1	4	-13	-1	3	-0.5	-2	-1	-1
CCN1CCN(CCCNC(=O)CCC(=O)N2CCOc3ccccc32)CC1	-10	-17	2	8	-8	2	0.3	0	-2	-4
COc1ccc(CNC(=O)c2cc3cccc(OC)c3oc2=N)cc1	1	-4	0	3	-15	-18	-0.5	2	1	0
COc1cccc(C(=S)N2CCOCC2)c1OS(=O)(=O)c1ccc(Cl)cc1	-6	-6	9	5	-3	2	0.0	0	8	2
CCN1CCN(CCCNC(=O)Cn2cc3c(n2)CCCC3)CC1	0	-3	-4	-8	-11	0	-0.5	1	3	0
N/C(=N\OC(=O)c1cc(-c2ccccc2)nc2ccccc12)c1ccc(Cl)cc1	-3	4	0	8	2	0	-0.1	-2	4	-3
CC(OC(=O)CCCc1c[nH]c2ccccc12)C(=O)Nc1ccc(S(N)(=O)=O)cc1 (stereo unspecified)	3	-4	3	13	0	-2	-0.1	-2	-4	2
CN(C)Cc1c(-c2ccc(Cl)cc2)nc2ccccn12	7	6	-5	-4	-18	0	-0.2	1	5	-2
Cn1c(=O)c2cc(NC(=S)NCc3ccccc3F)ccc2n1Cc1ccccc1	-5	-9	4	-2	i	-286	3.7	2	-8	-218
O=C(NCCCN1CCCC1=O)c1ccc(NS(=O)(=O)c2ccc(F)cc2)cc1	9	-5	-5	14	-2	8	-0.3	1	2	6
NC(=O)C1CCN(C(=O)CNC(=O)c2ccc(F)cc2)CC1	1	4	-4	-4	1	0	-0.2	2	-4	-1
Oc1ccc(CCNc2ncnc3ccc(Cl)cc23)cc1	1	-2	4	14	-5	0	0.0	-3	6	-6
CC(=O)c1ccc(NC(=O)COC(=O)Cc2ccsc2)cc1	6	3	-3	-14	-8	3	0.0	5	-8	1
CC(C)NC(=O)C1(C)CCCCCN1C(=O)c1ccc(-c2ccccc2)cc1 (stereo unspecified)	-7	-9	0	-2	-3	2	1.0	2	-1	3
CC(=O)c1cccc(NC(=S)NC(=O)c2ccc(Cl)cc2)c1	7	-3	-7	-5	-11	-1	-0.4	2	-1	-3
CCCc1cc2c(=O)c(-c3ccccn3)coc2cc1OC	1	-8	-9	-6	-3	1	0.2	6	-6	-3
COc1ccccc1-n1c(=O)[nH]c2c(C(N)=O)nc(C3CCCCC3)nc21	2	-4	4	-7	-52	-6	-7.1	-1	1	-18
O=C(CN1CCN(C/C=C/c2ccccc2)CC1)Nc1ccc(F)cc1F	-15	-15	1	15	7	2	-0.1	6	7	3
C#CCOCCOCCOCCNc1nc(N2CCN(C(=O)Cn3cc(CCCCN)nn3)CC2)nc(N2CCN(C(=O)[C@H](C(C)C)n3cc(CCO)nn3)CC2)n1	-9	-3	-2	3	-8	-2	0.1	-3	-6	-6
O=C1C(=O)N(Cc2ccccc2)C(c2cccc(O)c2)/C1=C(\O)c1ccc2c(c1)OCCO2 (stereo unspecified)	2	12	5	-8	0	-1	9.6	0	2	-2
CCOC(=O)C1(Cc2ccc(OC)cc2)CCN(C(=O)CN2CCCCC2=O)CC1	5	3	5	9	3	1	0.5	-2	-1	-2
N/C(Cc1ccc(Cl)cc1Cl)=N\OC(=O)Cc1ccc(Cl)cc1	0	4	8	-13	10	2	-0.5	-2	2	-2
Cc1cc(N2CCN(S(=O)(=O)c3ccc(Cl)cc3)CC2)c2ccccc2n1	10	-11	-7	-1	0	-2	-0.1	-4	-12	5
CC1CN(C)C(c2ccccc2)C(C)C12NC(=O)NC2=O (stereo unspecified)	4	0	9	4	6	0	-0.3	-3	-3	-3
Cn1c(=NC(=O)C2=NNC(=O)CC2)sc2ccccc21	-1	1	0	-10	1	-4	0.3	3	4	-2
C=C1N(C)c2cc([N+](=O)[O-])c(N)cc2C1(C)C	10	9	2	-3	3	2	-0.1	1	-1	3
Cc1cc(C)n(-c2ccc(C(=O)Nc3ccc(S(=O)(=O)NCc4ccco4)cc3)cc2)n1	7	2	-1	5	10	0	1.4	-1	-5	4
CCc1nc(N)c(C#N)c(-c2ccc(O)c(OC)c2)c1C	2	-3	-5	12	-18	-12	0.5	0	6	-4
N#Cc1ccccc1S(=O)(=O)N1CCN(C(=O)[C@H](Cc2ccccc2)NC(=O)c2ccco2)CC1	3	-11	-10	5	-1	0	1.0	3	-1	-1
CN1/C(=C\C(=S)NC(=O)c2cccc(Br)c2)C(C)(C)c2ccccc21	-1	-6	-3	9	7	-17	0.4	3	0	4
CCC(Sc1nc(C)cc(=O)[nH]1)C(=O)Nc1sc2c(c1C#N)CCCC2 (stereo unspecified)	2	6	1	-10	-5	-1	-0.2	0	6	4
O=C(CSc1nc2ccccc2n1CC(=O)N1CCCC1)Nc1ccc2c(c1)OCO2	8	-9	5	6	4	4	0.2	4	-5	4
CN(C(=O)CCc1nnc(Cc2ccc(-c3ccccc3)cc2)o1)C1CCOCC1	-9	13	3	-9	-7	-1	0.7	3	-1	-8

Source: PubChem BioAssay
